b-catenin transl: modulators of beta-catenin nuclear translocation; HeLa beta-catenin nuclear translocation, immunofluorescence imaging; nuclear translocation activity, % at 5 µM; 0.3% of 190,000 active; AID 1665;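 active means nuclear translocation activity above 50% at 5 µM, with a well cell count of 50 or more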;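 further: per-cell ratio of nuclear to cytoplasmic median beta-catenin stain intensity; plate controls were DMSO negative control for no effect and GSK-3 inhibitor IX positive control for full effect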
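Signal – beta-catenin immunofluorescence imaging with DAPI · Test system – human HeLa cell line · Dosing – 5 µM primary single dose, 0.1% DMSO, 0.02–20 µM confirmation series · Measure – % activation, nuclear-to-cytoplasmic median beta-catenin signal ratio per cell · Incubation – 24 h compound exposure at 37°C, 5% CO2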
Autophagy HCS: modulators of autophagy; MEF GFP-LC3 puncta imaging; test concentration mostly 10 µM; calls only at 10 µM (by protocol); 0.98% of 190,000 active; AID 463193;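 active means percentage of spot-positive cells more than 3 SD above its plate mean, without a fluorescence outlier flag or 80% toxicity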;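 further: spot-positive cell cutoff set from DMSO-treated cells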
NOD1 NF-kB reporter: NOD1 signaling inhibitors, primary screen, cell-based, luminescence, uHTS (AID 1578). inhibition, % at 4 µM, or EC50 in µM where a hit was titrated. 1% of 290,000 active. NOD1-driven NF-kB luciferase reporter cells, luminescence; higher % means a stronger effect; in the data active means inhibition mostly above about 36%, no sharp cut-off; inactive means mostly below about 34%;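 further: HEK-293T reporter cells stimulated with the NOD1 agonist gamma-tri-DAP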
Yfh1-depleted yeast: mitochondrial function rescue without frataxin homolog – Friedreich's ataxia, plus single-dose screen, dose response (AID 1465). S. cerevisiae Yfh1-off respiration, WST-1 reduction, 72 h; higher fold induction means a stronger effect. fold induction at 50 µM, or EC50 in µM where a hit was titrated. 0.074% of 220,000 active;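 active means fold induction of absorbance versus untreated yeast above a set limit, then at least 30% activation at any dose in follow-up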;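 further: activators that raise dye reduction in frataxin-depleted yeast; strong numbers were not always called active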
Ins promoter up: MIN6 insulin promoter up-regulation. MIN6 insulin promoter-GFP reporter, high-content imaging; active compounds read high. z-score at 5 µM. 0.3% of 190,000 active. AID 1625;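 active means z-score above 3 at 5 µM with at least 500 cells counted in the well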
MT stabilizer: microtubule stabilization, imaging screen | HeLa tubulin immunostaining HCS, 24 h; share of cells brighter than vehicle mean+2SD | AID 2205 | % tubulin-high responders, % at 10 µM | 0.83% of 200,000 active;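 active means plate Z-score above 3 for both tubulin-high and condensed-nucleus cell shares, with cell loss under 80%, at 10 µM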;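 further: anti alpha tubulin signal scored within the nucleus-defined area of each cell; some results filed as inactive read as strong as hits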
Dynein transport: dynein cargo transport inhibition; z-score, hits read low; 3617.4 mouse cells, GR-EGFP nuclear translocation imaging; test concentration mostly 20 µM; stimulated with dexamethasone, 1 µM; active compounds read low; AID 1381; 0.47% of 220,000 active;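 active means plate z-score of nuclear minus cytoplasmic receptor signal below a set negative limit, without overly bright fluorescence or cell loss, cut at about -3.5 in these data, passing the limit was not always enough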;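 further: z-score of nuclear minus cytoplasmic ring GR-EGFP intensity difference per well; some compounds called inactive have numbers as strong as hits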
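Buffer or medium: tet-free, stripped-serum medium; reagent: dexamethasone at 1.0 µM final, 30 min; incubation: 48 h induction, 1 h compound, 30 min dex at 37 °C; measured by: formaldehyde fixation, Hoechst nuclear stain, 10x automated fluorescence imaging; read-out: nuclear-to-cytoplasmic GR-EGFP distribution per well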
P. falciparum M17LAP: P. falciparum M17LAP inhibitors, primary screen, biochemical, fluorogenic H-Leu-NHMec substrate, 1536-well (AID 1619). 0.38% of 220,000 active. recombinant M17LAP, H-Leu-NHMec fluorogenic kinetic assay; higher % means a stronger effect. inhibition, % at 30 µM; hits with a dose series show IC50 in µM;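 active means compound inhibiting the enzyme by more than half at any dose during confirmatory dose-response retesting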;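 further: plate controls were full reaction with DMSO carrier for no effect and no enzyme background for full effect; strong numbers were not always called active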
HEK293 NOD2/NF-kB: NOD2 signaling inhibitors, cell-based, luminescence, uHTS, HEK293 (AID 1566); HEK293 NOD2/NF-kB luciferase reporter, luminescence; higher % means a stronger effect; one-dose inhibition, % at 4 µM; EC50 in µM for titrated hits; 0.63% of 290,000 active; in the data active means inhibition above about 50%; further: many of its hits are not listed in these tables
Dynein transport cytoplasmic EGFP: second read-out of Dynein transport, no call of its own (marks repeat the call); z-score; measured here: cytoplasmic GR-EGFP intensity; active compounds read high
Dynein transport nuclear GR-EGFP: further read-out of Dynein transport, marked with its call; z-score; measured here: nuclear GR-EGFP intensity;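 lower value marks the stronger effect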
Dynein transport cell count: second read-out of Dynein transport, no call of its own (marks repeat the call); z-score; measured here: cell count per field
Ins promoter up cell count: recorded beside Ins promoter up, whose call it bears; cell count; measured here: cytotoxicity, nuclei count;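 total cells summed across four imaged fields per well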
b-catenin transl cell count 5 µM: second read-out of b-catenin transl, no call of its own (marks repeat the call); cell count; measured here: cell count, cytotoxicity flag
MT stabilizer Hoechst-high %: also measured in MT stabilizer; calls as there; % Hoechst-high responders; measured here: nuclear condensation Hoechst responders;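 share of cells brighter than vehicle mean plus two SD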
MT stabilizer cytotoxicity %: also measured in MT stabilizer; calls as there; toxicity, %; measured here: cytotoxicity by cell density;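 0% = mean cell density of plate MIN control wells and 100% = no cells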
Autophagy HCS cell loss 18 h: also measured in Autophagy HCS; calls as there; toxicity, %; measured here: cell loss, nuclei count;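 cell loss after 18 h compound exposure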
Numbers without * were called inactive; i = inactive; nt = not tested or not shown; + = active, no number.

SMILES	b-catenin transl	b-catenin transl cell count 5 µM	Autophagy HCS	Autophagy HCS cell loss 18 h	NOD1 NF-kB reporter	Yfh1-depleted yeast	Ins promoter up	Ins promoter up cell count	MT stabilizer	MT stabilizer Hoechst-high %	MT stabilizer cytotoxicity %	Dynein transport	Dynein transport cytoplasmic EGFP	Dynein transport nuclear GR-EGFP	Dynein transport cell count	P. falciparum M17LAP	HEK293 NOD2/NF-kB
Cc1nn2c(N)csc2nc1=O	-3.7	1167	i	-3.3	-17.9%	i	-0.05	1150	5.8	2.9	7.2	-0.884	-0.322	-0.237	-0.162	-13.9%	-1.0%
CC(C)COC(=O)c1ccccc1N1C(=O)C2C3CCC(C3)C2C1=O (stereo not given)	1.0	517	i	-5.9	-13.0%	i	-0.35	1255	2.7	1.9	9.6	-0.691	-0.0583	-0.593	0.869	1.7%	10.2%
CCOC(=O)Cc1csc(NC(=O)C2CCCN(S(=O)(=O)c3cnc[nH]3)C2)n1 (stereo not given)	nt	nt	i	1.8	2.4%	i	0.19	911	3.1	2.1	4.2	-0.188	-0.139	0.116	-0.401	-1.0%	0.6%
Cc1cc(C)n(-c2ccc(C(=O)Nc3cc(S(=O)(=O)N(C)C)ccc3Cl)cc2)n1	-2.1	1106	i	-5.7	17.9%	i	0.49	1388	2.1	1.6	4.6	0.126	-0.275	-0.135	0.656	-2.1%	26.2%
O=c1c2ccccc2nc2n1C(CSc1ccccc1)CS2 (stereo not given)	-5.3	1139	i	10.5	-53.5%	i	0.51	1575	3.7	1.7	3.9	-0.151	-0.149	-0.0189	0.347	0.0%	-13.2%
CCOc1ccc(S(=O)(=O)Nc2ccc(S(=O)(=O)N3CCOCC3)cc2)cc1	-4.2	1163	i	1.6	-18.8%	i	1.01	1227	2.2	0.2	34.5	-1.05	-0.0866	-0.282	-0.0885	-0.1%	4.8%
C=CCn1c(C)cc(C(=O)Cn2c(C(C)O)nc3ccccc32)c1C (stereo not given)	1.5	1097	i	39.5	-11.0%	i	-0.78	873	6.5	1.8	6.8	-0.58	-0.378	-0.0579	0.99	-1.1%	-7.2%
FC(F)(F)c1cc(-c2cccs2)nc2nc(N3CCOCC3)sc12	3.0	959	i	-4.3	-9.2%	i	-0.62	1149	3.5	2.5	8.8	-1.7	-0.194	-0.718	0.453	11.6%	-0.6%
CCOC(=O)c1cc(C)[nH]c(=S)c1C#N	0.5	1380	i	10.7	11.9%	i	-0.08	1600	3.9	1.7	5.9	0.969	-0.0676	0.215	-0.529	-22.2%	7.7%
Cc1cccc(/C=N/Nc2nncc3ccccc23)c1	0.7	1008	i	4.8	-45.1%	i	-0.57	1284	4.7	1.8	2.2	-0.759	0.0499	-0.0378	0.515	-1.4%	-128.1%
Cc1[nH]n(-c2ccccc2)c(=O)c1C=NCC1CCCO1 (stereo not given)	-3.6	970	i	-4.8	-4.6%	i	1.58	1580	3.2	2.5	10.2	-0.525	-0.24	0.0362	-0.375	0.9%	-16.1%
O=C(O)CC/C(=N/NC(=O)c1cn(-c2ccccc2)nc1-c1ccccc1)C(=O)O	-2.4	543	i	3.1	12.9%	i	0.41	1294	2.9	3.0	6.7	-0.911	-0.329	-0.862	1.22	5.5%	11.9%
CC1CCN(CCCNC(=O)c2ccc(CSCc3cccc(Cl)c3)o2)CC1	nt	nt	+	12.7*	4.9%	i	-0.74	933	2.3	1.1	6.4	-0.246	-0.129	-0.0475	0.0588	0.5%	-23.7%
CN(C)c1cccc(C(=O)NNC(=S)NC2CC3CCC2C3)c1 (stereo not given)	-2.2	1141	i	-7.4	-39.6%	i	0.21	1132	2.9	2.4	4.9	-1.18	-0.267	-0.67	1.98	-11.1%	-57.5%
O=C(NCc1ccco1)[C@@H]1CSC2c3ccccc3C(=O)N21 (stereo not given in full)	-7.9	1121	i	5.3	-0.9%	i	0.87	885	2.1	1.8	8.9	-0.221	-0.139	-0.112	-0.223	25.9%	14.7%
Cc1c(-n2c(O)c(C3=c4ccccc4=NC3=O)sc2=O)c(=O)n(-c2ccccc2)n1C	-1.6	1141	i	2.2	-27.4%	i	-0.37	1413	7.3	2.5	6.0	0.706	-0.12	0.671	-1.11	-1.8%	3.2%
CCOC(=O)C1CCCN(C(=O)/C=C/c2cc(OC)c(OC)c(OC)c2)C1 (stereo not given)	3.4	1013	i	-11.9	-27.8%	i	0.25	953	2.9	2.5	9.0	0.346	-0.167	0.252	-1.17	-12.1%	23.7%
COc1ccc(C2=CSC(/N=C/c3ccc(F)cc3)=NN2)cc1	-1.0	1424	i	-0.3	34.2%	i	-0.51	1674	2.0	1.4	8.7	-0.756	-0.0806	-0.238	0.0663	34.2%	27.6%
Cc1cc(NC(=O)CSc2nc3c(c(-c4cccnc4)c2C#N)CCC3)no1	-2.4	1208	i	8.8	-14.0%	i	-0.86	1345	2.9	1.2	3.0	0.278	-0.278	0.299	0.892	5.5%	10.5%
Cc1cccc(C(=O)NNC(=O)C(=O)NC(C)(C)C)c1	2.2	1328	i	3.2	7.1%	i	-0.1	1710	1.4	1.0	5.4	-0.293	-0.146	0.0496	0.167	14.9%	19.6%
CC(=O)N/N=C/C1=CCC2CC1C2(C)C (stereo not given)	-0.8	1084	i	5.5	-28.8%	i	-0.51	1229	3.1	1.7	20.3	-0.751	-0.276	-0.00694	0.842	-1.5%	9.1%
Cc1cc(C)c2c(C)c(C(=O)Nc3c(C)n(C)n(-c4ccccc4)c3=O)oc2c1	nt	nt	i	5.0	-23.9%	i	-1.12	1102	4.9	4.3	8.5	0.94	0.0737	0.625	-1.65	3.8%	6.9%
COc1ccccc1C1C(C(N)=O)=C(C)Nc2nc(-c3ccc(Cl)cc3)nn21 (stereo not given)	-6.5	1172	i	-5.8	-21.6%	i	-0.6	968	2.1	6.4	8.6	-0.748	-0.276	-0.379	0.494	-5.4%	9.5%
COc1ccc(-c2nn(-c3ccccc3)cc2CN2CCCO2)c(F)c1	3.0	1101	i	5.1	-15.0%	i	0.09	1379	2.3	1.2	3.4	-0.344	-0.297	-0.028	0.819	2.3%	-9.6%
O=C(Nc1ccc(Cl)cc1)Nc1nnc(CSCc2ccccc2)s1	1.0	1102	i	15.1	-3.9%	i	-0.88	1408	2.5	1.5	1.0	-0.758	-0.222	-0.463	0.221	5.2%	14.9%
CCCOC(=O)c1c(NC(=O)c2cnn3c2NC(c2ccccc2)CC3C(F)(F)F)sc2c1CCCC2 (stereo not given)	1.0	1098	i	-4.9	13.2%	i	-0.29	1442	3.4	3.1	8.1	-1.01	-0.226	-0.44	0.188	15.7%	3.0%
CCCCCCN(C(=O)CCl)c1ccccc1	2.4	1209	nt	nt	-4.8%	i	-0.28	724	nt	nt	nt	-4.72*	1.44*	-2.02*	-1.05*	15.9%	0.9%
COc1ccc(CCN(C)CCN2C(=O)c3ccccc3C2=O)cc1OC	-4.6	1038	i	-1.6	-5.5%	i	0.67	1162	1.2	2.6	9.9	-0.226	-0.197	0.0569	0.0246	4.4%	7.8%
COCCN1CCCC(CNCc2cn(C)nc2-c2ccc(Oc3ccccc3)cc2)C1 (stereo not given)	2.7	950	i	-9.5	-36.7%	i	0.07	1324	1.6	1.8	5.5	-0.0182	-0.256	0.234	0.71	-10.6%	11.7%
CCOc1ccc(-c2cn3ccccc3n2)cc1[N+](=O)[O-]	0.9	520	i	-6.6	-74.8%	i	-0.3	1084	2.8	2.5	8.0	-0.205	-0.228	-0.128	0.71	6.6%	-40.6%
O=C1/C(=C/c2cccc([N+](=O)[O-])c2)CSc2ccc(Cl)cc21	-1.6	1159	nt	nt	-12.0%	i	-0.16	1441	nt	nt	nt	-0.693	-0.177	-0.368	0.766	-17.2%	-7.0%
Nc1c(Nc2ccccc2)c2ccccc2oc1=O	-0.5	1081	i	-2.9	-4.8%	i	-0.07	1793	1.8	1.2	3.7	0.00289	-0.177	0.177	0.3	15.4%	9.5%
COc1ccc(C(=O)NC(NC(=O)c2ccc(OC)c(OC)c2)c2ccccc2F)cc1OC	-3.4	524	i	8.2	-16.6%	i	1.2	1102	1.8	1.3	11.4	0.602	-0.174	0.847	-0.118	-3.7%	4.2%
CC(=O)Nc1ccc2nc(-c3ccccc3)cn2c1	-1.1	534	i	1.4	-21.9%	i	-0.33	1340	2.3	2.0	5.2	0.663	-0.0119	1.2	-0.781	-11.5%	10.4%
CCC(C)(C)NC(=O)CN(Cc1ccccc1Cl)C(=O)CCC(=O)Nc1cc(C)ccn1	1.9	1511	i	-6.0	-34.5%	i	-1.29	1552	1.6	1.6	8.1	0.404	0.0633	0.15	-0.362	-1.6%	9.2%
CCOc1ccc(N(CC(N)=O)S(=O)(=O)c2ccc(F)cc2)cc1	1.6	963	i	-7.3	-13.4%	i	0.09	1500	3.0	1.5	1.2	0.691	-0.217	0.00809	-0.881	2.0%	7.1%
OC(CN1C2=NCCN2c2ccccc21)c1ccc2c(c1)OCO2 (stereo not given)	-0.3	1159	i	1.9	19.0%	i	-1.11	1206	3.7	2.9	5.5	-0.0206	0.0499	0.313	0.0174	11.3%	0.5%
O=c1[nH]cnc2c1oc1ccccc12	-1.5	1000	i	3.8	-61.9%	i	nt	nt	1.9	2.2	10.1	-0.496	-0.226	0.0805	0.588	6.6%	-14.2%

A portion of the library; count on the stated rates, not on these rows.
